Rpn11 block: Rpn11 (PSMD14) deubiquitinase inhibitors, primary screen, biochemical, fluorescence polarization, uHTS | 26S proteasome non-ATPase regulatory subunit 14 (Homo sapiens), O00487 | human 26S proteasome, Ub4-pepOG fluorescence polarization; 20S core pre-blocked with epoxomicin | calls only at 20 µM | 360,000 compounds, 0.59% hits | AID 588493, 2011;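 active = inhibition at 20 µM, scaled to each plate's controls, above about 33%, limit read from the data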
LMPTP inh: LMPTP phosphatase inhibitors, primary screen, biochemical, fluorescence intensity, uHTS | Low molecular weight phosphotyrosine protein phosphatase (Homo sapiens), P24666 | recombinant LMPTP-A, OMFP fluorogenic substrate | inhibition, % at 20 µM | 360,000 compounds, 0.22% hits;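 active = compounds that cut the enzyme signal by at least half of the control window in the single-dose screen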;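 note: plate controls were DMSO wells with enzyme plus substrate for no effect and substrate without enzyme for full effect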
Target sequence (P24666 whole entry, looked up): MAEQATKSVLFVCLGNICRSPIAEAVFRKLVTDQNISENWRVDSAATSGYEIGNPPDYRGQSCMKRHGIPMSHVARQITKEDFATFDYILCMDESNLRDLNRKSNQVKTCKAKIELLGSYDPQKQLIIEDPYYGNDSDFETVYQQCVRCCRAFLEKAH
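Test system – LMPTP-A phosphatase enzyme · Quantity – 0.625 nM LMPTP-A final · Reagent – OMFP substrate, 400 µM final · Dosing – one test concentration per compound, 20 µM, with 3% DMSO overall · Timing – 50 min enzyme reaction at room temperature, protected from light · Detection – fluorescence intensity · Controls – substrate-only low control, DMSO enzyme-plus-substrate high control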
MsrA inhibitor: bovine MsrA enzyme inhibitors, primary screen, biochemical, absorbance, HTS | purified bovine MsrA, absorbance read-out | inhibition, % at 15.5 µM | 360,000 compounds, 0.75% hits; in the data active = inhibition above about 4.5%;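 note: 0% = vehicle wells with enzyme and 100% = reference inhibitor wells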
DNMT1 block: human DNMT1 methyltransferase inhibitors, primary screen, biochemical, molecular beacon, fluorescence, HinP1I cleavage, uHTS; inhibition (reported as % activation of signal), % at 10 µM; 360,000 compounds, 0.83% hits; in the data active = inhibition above about 50%
CSN deneddyl inh: inhibitors of CSN-mediated cullin deneddylation, primary screen, biochemical, fluorescence polarization, uHTS | Purified CSN, SCF-Nedd8-OG deneddylation | inhibition, % at 12.5 µM | 360,000 compounds, 0.38% hits | AID 651999, 2013;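 active = pattern-corrected inhibition above about 35%, with an unprinted fluorescence ratio check between 0.5 and 1.5, limit read from the data, passing the limit was not always enough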;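 note: 0% = enzyme with substrate and 100% = substrate without enzyme; some results filed as inactive read as strong as hits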
Target sequence (Q92905 whole entry, looked up, one chain of several): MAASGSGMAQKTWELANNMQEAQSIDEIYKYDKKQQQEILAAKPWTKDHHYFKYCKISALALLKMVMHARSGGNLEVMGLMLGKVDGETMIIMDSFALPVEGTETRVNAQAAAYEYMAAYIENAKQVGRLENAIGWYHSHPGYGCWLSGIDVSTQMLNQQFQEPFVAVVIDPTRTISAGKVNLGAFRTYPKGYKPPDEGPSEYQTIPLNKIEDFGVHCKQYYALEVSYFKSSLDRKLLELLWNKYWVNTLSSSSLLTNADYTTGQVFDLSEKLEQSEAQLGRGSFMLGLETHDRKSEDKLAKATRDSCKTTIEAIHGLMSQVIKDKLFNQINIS
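assay system = purified human Csn5 enzyme expressed in HEK293T cells | amount = 0.24 nM enzyme | buffer or medium = Tris/NaCl/DTT buffer, pH 7.5 | reagent = 10 nM SCFSkp2-Nedd8OG | compound = one concentration, 12.5 µM, 0.25% DMSO | times = 90 min reaction at room temperature | signal = FP | read-out basis = % inhibition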
Scp1 inh: Scp-1 phosphatase inhibitors, primary screen, biochemical, colorimetric, uHTS | Carboxy-terminal domain RNA polymerase II polypeptide A small phosphatase 1 (Homo … | Recombinant Scp1, phosphopeptide, malachite green phosphate absorbance | inhibition, % at 20 µM | 340,000 compounds, 0.88% hits | AID 493091, 2011;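 active = inhibition above about 50% at 20 µM, limit read from the data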;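 note: plate controls were DMSO wells with enzyme for no effect and wells lacking enzyme for full effect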
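Test system: SCP-1 catalytic domain; Buffer or medium: Acidic Tris acetate buffer with magnesium and detergent; Also added: Phosphorylated 17-residue peptide substrate; Compound: single 20 µM dose, 1% DMSO; Schedule: enzyme reaction 45 min at room temperature, colour 5 min, stabilisation 30 min; Signal: Phosphate-binding colour reagent, absorbance read at 630 nm.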
NadD inh: inhibitors of S. aureus NadD, primary screen, biochemical, colorimetric, uHTS. purified NadD enzyme, colorimetric absorbance read-out. inhibition, % at 20 µM. 360,000 compounds, 0.78% hits. AID 602399, 2012; in the data active = inhibition above about 26%; note: some compounds past the cut are filed as inactive
TbMetRS inhib: T. brucei MetRS inhibitors, primary screen, biochemical, luminescence; 360,000 compounds, 0.4% hits; inhibition, % at 11.9 µM; methionyl-tRNA synthetase (Trypanosoma brucei brucei); purified T. brucei MetRS, ATP depletion, Kinase-Glo luminescence;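 active = inhibition above a per-plate cutoff of the control wells' mean inhibition plus 3 SD, cut at about 5.5% in these data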;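 note: 0% = DMSO wells median and 100% = median of wells with control inhibitor compound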
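Test system: purified T. brucei MetRS enzyme. Also added: ATP, methionine and E. coli bulk tRNA substrates. Compound: 11.9 µM single point. Schedule: 15 min enzyme-compound preincubation, 2 h reaction, 10 min detection, 25 °C. Signal: luciferase luminescence of residual ATP, Kinase-Glo. Evaluation: percent inhibition versus plate control medians. Controls: DMSO wells, low control.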
SUMO1-SIM PPI: modulators of SUMO1 protein-protein interactions, primary screen, biochemical, uHTS; Small ubiquitin-related modifier 1 (Homo sapiens), P63165; SUMO1 binding to a labelled peptide, TR-FRET, 1 h; 360,000 compounds, 0.33% hits; AID 602429, 2012; inhibition, % at 20 µM; in the data active = inhibition above about 37%
STEP block: STEP phosphatase inhibitors, primary screen, biochemical, fluorescence intensity, uHTS; Tyrosine-protein phosphatase non-receptor type 5 (Homo sapiens), P54829; recombinant STEP, OMFP fluorogenic substrate; inhibition, % at 20 µM; 360,000 compounds, 0.25% hits; AID 588621, 2011;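 active = inhibition at 20 µM, scaled per plate between control wells, above about 37%, limit read from the data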;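 note: 0% = DMSO with enzyme and substrate and 100% = substrate only without enzyme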
Target sequence (P54829 whole entry, looked up): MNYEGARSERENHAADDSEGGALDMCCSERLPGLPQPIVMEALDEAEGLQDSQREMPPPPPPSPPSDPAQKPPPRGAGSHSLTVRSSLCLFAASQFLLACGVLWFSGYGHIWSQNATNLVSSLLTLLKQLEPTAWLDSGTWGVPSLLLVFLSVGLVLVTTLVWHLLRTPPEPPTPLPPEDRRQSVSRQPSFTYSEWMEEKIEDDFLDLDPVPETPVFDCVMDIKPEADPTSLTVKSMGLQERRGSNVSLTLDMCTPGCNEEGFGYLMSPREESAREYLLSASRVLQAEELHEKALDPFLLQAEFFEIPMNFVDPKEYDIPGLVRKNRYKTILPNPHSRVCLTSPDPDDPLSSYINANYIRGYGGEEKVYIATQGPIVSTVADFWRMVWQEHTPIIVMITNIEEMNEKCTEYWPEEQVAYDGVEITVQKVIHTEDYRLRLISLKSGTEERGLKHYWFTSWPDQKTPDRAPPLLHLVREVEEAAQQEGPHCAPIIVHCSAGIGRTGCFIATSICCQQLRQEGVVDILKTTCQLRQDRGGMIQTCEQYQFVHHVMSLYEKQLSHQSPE
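Test system: STEP tyrosine phosphatase / Reagent: OMFP at 25 µM / Doses: 20 µM, 1% DMSO / Read-out: percent inhibition scaled to no-enzyme and uninhibited-enzyme controls, plate-pattern corrected / Detection: FITC-channel fluorescence of OMFP product / Medium: Bis-Tris buffer pH 6.0, 2.5 mM DTT, 0.005% Tween 20 / Schedule: 20 min at room temperature, dark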
* marks the source's active call; other numbers are inactive results; i = inactive; x = not tested or not shown. Rows are unselected, and some 3.9% of all compounds hit somewhere here.

The opening 2 entries as a preview:
Results follow in this order: Rpn11 block	LMPTP inh	MsrA inhibitor	DNMT1 block	CSN deneddyl inh	Scp1 inh	NadD inh	TbMetRS inhib	SUMO1-SIM PPI	STEP block
CC(C)CN(C(=O)CC(C)c1ccccc1)c1c(N)n(Cc2ccccc2)c(=O)[nH]c1=O (centres undefined)
    i	-1.3	0.6	1	0	2	4	0.2	-4	-1
Cc1ccc2c(c1)N(CC(=O)NCC1CCCO1)C(=O)C(C(C)C)O2 (centres undefined)
    i	-0.4	0.3	1	2	10	9	-0.2	-1	2

Main list, repeating the preview:
Results follow in this order: Rpn11 block	LMPTP inh	MsrA inhibitor	DNMT1 block	CSN deneddyl inh	Scp1 inh	NadD inh	TbMetRS inhib	SUMO1-SIM PPI	STEP block
CC(C)CN(C(=O)CC(C)c1ccccc1)c1c(N)n(Cc2ccccc2)c(=O)[nH]c1=O (centres undefined)
    i	-1.3	0.6	1	0	2	4	0.2	-4	-1
Cc1ccc2c(c1)N(CC(=O)NCC1CCCO1)C(=O)C(C(C)C)O2 (centres undefined)
    i	-0.4	0.3	1	2	10	9	-0.2	-1	2
CCCn1c(=O)c(C(=O)NCc2ccc(OC)c(OC)c2)c(O)c2ccccc21
    i	3.0	0.2	-3	4	-18	-6	-0.4	1	6
Cc1cnc(N2C(=O)c3ccc([N+](=O)[O-])cc3C2=O)s1
    i	-0.9	2.2	1	9	-4	2	-1.1	-27	0
O=C(Cc1ccc(NS(=O)(=O)c2ccc(F)cc2)cc1)NCc1cccnc1
    i	-0.6	0.0	2	3	11	3	-0.5	0	-1
S=c1[nH]c(-c2ccccc2)cn1/N=C/c1ccncc1
    i	0.0	0.8	-1	1	10	2	-0.2	-33	0
O=C(NC1C=CS(=O)(=O)C1)c1sc2ccccc2c1Cl (centres undefined)
    i	-1.4	-0.2	7	-2	-3	4	-0.6	-6	-2
COc1nsnc1NS(=O)(=O)c1ccc(NC(=S)NC(=O)c2ccncc2)cc1
    i	1.1	1.5	6	-6	6	2	-1.9	-2	0
O=c1[nH][nH]cc1C=Nc1ccccc1Cl
    i	-1.3	0.5	-1	0	-2	-1	-0.3	1	-2
COC(=O)N/N=C/c1ccc([N+](=O)[O-])o1
    i	-0.2	3.8	5	2	17	1	-1.5	-22	0
CCOC(=O)C1(C)CCCN1C(=O)c1ccc(OC)c(F)c1 (centres undefined)
    i	-1.3	-0.3	4	-4	x	0	-0.2	0	0
CCOC(=O)c1sc2nc3c(cc2c1N)COC(C)(CC)C3 (centres undefined)
    i	1.3	0.7	-2	-2	-7	3	0.2	-15	0
COCCn1c(C)cc(C(=O)CSc2nc3ccccc3c(=O)n2Cc2ccco2)c1C
    i	4.4	-0.2	-7	-5	-8	1	-0.1	-3	3
Cn1c(Cc2ccccc2)nnc1SCC(=O)NC1CCCC1
    i	-2.2	-1.2	1	-3	-7	0	0.3	-2	-2
CNC(=O)COC(=O)/C=C/c1c(C)nn(-c2ccccc2)c1C
    i	-1.9	-0.1	1	-15	-5	-2	-0.4	-2	-1
CN1CCN(C(=O)c2ccc(COc3ccc(C(C)(C)C)cc3)o2)CC1
    i	-2.6	-1.0	-2	4	-3	-5	-0.6	2	0
CN(c1ccccc1)S(=O)(=O)c1cccc(C(=O)OCC(=O)Nc2ccc3[nH]c(=O)[nH]c3c2)c1
    i	0.9	0.0	-3	1	4	-3	-0.2	9	-1
Cc1ccn(C(=O)c2cc3cc(Cl)ccc3oc2=O)n1
    i	-0.9	2.4	5	5	-6	-1	-0.7	-6	15
CCC(=O)Oc1ccc(-c2cnc3ccccc3n2)cc1
    i	-1.2	1.8	0	5	-5	5	-0.7	-31	-1
CCOc1ccc(OCCOc2cccc(C(F)(F)F)c2)cc1
    i	3.4	0.1	25	-6	-18	-10	-1.3	-2	4
NS(=O)(=O)c1ccc(N2CCN(C(=O)C3COc4ccccc4O3)CC2)nc1 (centres undefined)
    i	-1.2	0.4	0	-2	1	3	-0.7	5	2
COC(=O)c1ccc(N2NC(=O)/C(=C/c3ccc(OC)c(OC)c3)C2=O)cc1
    i	19	0.6	-1	3	14	6	1.3	10	25
CCOC(=O)c1cc2sc(C)cc2n1CC(=O)Nc1ccc2c(c1)OCCO2
    i	3.0	0.0	-3	-4	-8	3	-0.1	1	4
COc1ccc(C2C(C(C)=O)=C(O)C(=O)N2C)c(OC)c1 (centres undefined)
    i	-0.4	2.1	-6	4	-5	-4	0.4	-4	3
CCC1NC(C(=O)O)Cc2c1[nH]c1ccccc21 (centres undefined)
    i	2.8	1.1	-6	2	-13	-1	-1.9	1	-2
Cc1cc(C(=O)CSc2nc3ccccc3n2C)c(C)n1C
    i	-0.1	0.7	-1	-5	2	-5	-0.7	-3	-10
CCOC(=O)c1ccccc1NC(=O)COC(=O)CCNS(=O)(=O)c1cccs1
    i	0.3	0.1	-1	4	-8	-6	-0.2	-1	9
COc1ccccc1NC(=O)CCn1c(=S)oc2ccccc21
    i	-0.1	-0.7	1	-1	-7	-3	-1.1	-2	-1
CCC1(C)Cc2ccccc2-c2[nH]c(=S)[nH]c(=O)c21 (centres undefined)
    i	-2.9	2.1	-3	3	-8	0	-1.9	-1	-2
O=C(O)c1ccccc1C(=O)c1ccc(N2CCCC2)c([N+](=O)[O-])c1
    i	-0.6	4.1	1	-9	-7	-2	-0.3	-19	-2
C/C(Cl)=C\COc1cc(C)nc2c(Br)cccc12
    i	1.4	-0.3	-4	-12	-1	2	0.0	1	3
O=C(COc1ccc(Cl)cc1)Nc1ccc(NC(=O)c2ccco2)cc1
    i	-0.1	0.5	-1	1	-3	7	-0.1	5	-1
Cc1ccc(CNC(=O)[C@H](Cc2ccccc2)NC(=O)c2ccco2)cc1
    i	-1.4	0.3	1	-1	6	2	-0.3	-1	-1
Cc1cc(C)n2nc(C(=O)N(C)c3c(N)n(Cc4ccccc4)c(=O)[nH]c3=O)nc2n1
    i	-1.5	1.2	2	0	11	5	-0.3	0	-1
O=C(CSc1nc2c(cnn2-c2ccc(F)cc2)c(=O)[nH]1)Nc1nccs1
    i	0.7	1.0	1	8	-9	1	0.1	8	3
Cc1ccccc1OCC(=O)N1CCC2(CC1)CC(=O)c1ccccc1O2
    i	-1.5	0.8	3	-11	-2	-2	-0.4	5	-3
O=C(/C=C/c1ccc(F)cc1)Nc1cc(S(=O)(=O)N2CCOCC2)ccc1N1CCCC1
    i	0.5	0.5	-5	-7	-8	12	-0.3	-7	0
C#CCN(C[C@@H]1[C@@H](OC(=O)NCC2CCCCC2)[C@@H](OC(=O)NCC2CCCCC2)CN(C(=O)OC(C)C)N1C(=O)OC(C)C)S(=O)(=O)c1ccc(C)cc1
    i	-3.5	-0.4	4	-2	x	12	0.0	0	1
COc1cc2c(cc1OC)CN(C(=O)c1sccc1C)CC2
    i	-1.3	-0.9	0	3	-10	-2	-0.4	3	0
CCOc1ccc(C(=O)NC(=S)Nc2ccc(N3CCC(C)CC3)cc2)cc1[N+](=O)[O-]
    i	-0.8	1.6	-3	2	10	8	-0.8	-5	4
CC(C)c1nc2ccc(NC(=O)C34CC5CC(CC(C5)C3)C4)cc2[nH]1
    i	0.0	0.0	-2	3	-2	-3	0.1	1	0
CC(=O)Nc1ccc(C(=O)NNC(=O)c2cccs2)cc1
    i	-1.0	-0.6	-1	-2	-6	0	-0.5	4	-2
O=C(CS(=O)(=O)c1c[nH]c2ccccc12)Nc1ccc(F)cc1
    i	-0.6	-0.7	1	0	-4	1	0.0	-2	-1
COc1ccc(/C=C/C(=O)N(Cc2ccccc2)c2ccccn2)cc1OC
    i	-2.2	-1.0	3	-4	-5	-6	-0.3	2	0
Cc1ccc(SCC(=O)NC(C)(C)C)cc1
    i	0.7	-0.6	0	2	2	-5	-1.1	1	-2
COc1cc(OC)c2c(-c3ccccc3)cc(C3CCCCC3)nc2c1
    i	1.5	-0.6	-5	4	0	15	-0.2	4	2
Cc1nn(Cc2ccccc2)c(C)c1N
    i	-2.2	0.0	0	-4	0	-1	-1.3	2	-4
O=C(N/N=C/c1cccc([N+](=O)[O-])c1)C1CC(=O)N(c2ccc(Br)cc2)C1 (centres undefined)
    i	0.2	0.3	-9	-2	-13	2	0.0	-15	-3
C(=N\N1CCN(C2c3ccccc3-c3ccccc32)CC1)/c1cccs1
    i	1.1	-1.6	-1	-4	-2	11	-0.8	2	3
Nc1nnc(N2CCCCC2)s1
    i	-0.3	-0.5	2	0	2	-1	-0.1	7	-5

The listing continues.
Results follow in this order: Rpn11 block	LMPTP inh	MsrA inhibitor	DNMT1 block	CSN deneddyl inh	Scp1 inh	NadD inh	TbMetRS inhib	SUMO1-SIM PPI	STEP block
CCC(CC)C(=O)N1CCN(Cc2ccc3c(c2)OCO3)CC1
    i	-0.3	-0.6	11	1	0	4	-0.7	1	2
CCOc1ccccc1NC(=O)NC1(C(=O)N2CCOCC2)CCCCC1
    i	-1.4	0.7	0	3	1	-8	-0.9	1	3
COc1ccccc1Cn1[nH]nnc1=S
    i	-1.2	0.9	0	5	4	9	-0.2	1	3
CCCCc1nc(NCCNC(=O)c2ccccc2)c(C#N)c2c1CSC(C)(C)C2
    i	1.9	-0.6	-14	1	4	24	-0.3	16	-2
CC(NC(=O)c1cccs1)C(S)c1ccccc1 (centres undefined)
    i	1.1	1.9	-3	-3	-2	-3	-0.7	-1	2
O=S(=O)(NCc1csc(-c2cccs2)n1)c1ccc(Cl)cc1
    i	1.0	0.1	2	3	-7	-6	-1.2	-13	6
